Screening data as filed in PubChem BioAssay.
MrgX1 ag: agonists of human MrgX1 receptor; 310,000 tested, 0.44% active; MrgX1-HEK293 cells, Fluo-4 calcium fluorescence, agonist mode; hits give high values; Q96LB2; B-score at 10 µM;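 active = calcium response B-score plate-corrected fluorescence ratio at least 3 library SD, with starting fluorescence B-score inside 5 SD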
Target sequence (Q96LB2 whole entry, looked up): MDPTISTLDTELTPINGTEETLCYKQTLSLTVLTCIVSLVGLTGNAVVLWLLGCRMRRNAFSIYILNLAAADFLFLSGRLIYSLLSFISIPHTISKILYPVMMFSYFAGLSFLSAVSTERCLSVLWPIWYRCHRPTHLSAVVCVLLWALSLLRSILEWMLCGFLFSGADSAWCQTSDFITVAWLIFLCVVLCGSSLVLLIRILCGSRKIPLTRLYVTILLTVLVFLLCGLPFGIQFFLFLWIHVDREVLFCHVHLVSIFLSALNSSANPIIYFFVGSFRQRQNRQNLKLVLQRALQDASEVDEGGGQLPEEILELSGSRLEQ
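System – MrgX1-expressing HEK293 cells · Incubation – cells plated overnight, dye loaded 0.5 h 37 °C, 0.5 h room temperature · Technique – kinetic Fluo-4 NW fluorescence of intracellular calcium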
MrgX1 PAM: human MrgX1 positive allosteric modulation, primary screen. Q96LB2. MrgX1-HEK293, Fluo-4 calcium flux, FDSS; hits give high values. B-score at 10 µM. 310,000 tested, 0.63% active. AID 588675;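 active = plate-corrected calcium response at least 3 library SD above typical, normal starting fluorescence, not activating the receptor alone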;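 note: compound read alongside a low EC10 to EC30 dose of BAM8-22 agonist; peak minus trough fluorescence over baseline measured at the second addition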
SKKanGAS inh: SKKanGAS growth inhibition; 300,000 tested, 1.3% active; inhibition, % at 7.5 µM; S. pyogenes SKKanGAS, kanamycin growth, BacTiter-Glo, 6 h; AID 1662;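 active = mean replicate score, as percent of positive control median, at least 50; inconclusive = mean below 50 but one replicate at or above 50; inactive = mean and every replicate below 50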;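 note: strain carries kanamycin resistance gene driven by streptokinase promoter and grows in 40 µg/ml kanamycin; loss of luminescence reflects streptokinase promoter inhibition or plain growth inhibition; 0% = median of DMSO wells and 100% = positive control at its reference dose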
RGS4 inh: inhibitors of human RGS4. P49798. HEK293 M3R/RGS4 inducible, Fluo-4 calcium flux; hits give high values; triggered by carbachol at its EC20. B-score at 10 µM. 310,000 tested, 0.45% active;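 active = B-score, a plate-corrected calcium signal, over three deviations above library mean, with baseline fluorescence within five deviations of library mean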;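 note: RGS4 expression induced by doxycycline in cells with stable M3 receptor; B-score is computed from the integrated fluorescence ratio over baseline after carbachol; higher B-score means a larger calcium signal and so more RGS4 inhibition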
Target sequence (P49798 whole entry, looked up): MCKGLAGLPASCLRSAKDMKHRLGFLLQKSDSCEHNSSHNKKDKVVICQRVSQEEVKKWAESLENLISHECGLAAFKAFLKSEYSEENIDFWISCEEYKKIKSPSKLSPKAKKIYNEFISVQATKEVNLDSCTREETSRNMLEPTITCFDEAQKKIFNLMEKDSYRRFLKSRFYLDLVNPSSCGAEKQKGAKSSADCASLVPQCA
ANO1 block: inhibitors of mouse TMEM16A calcium-activated chloride channel; 310,000 tested, 1.2% active; normalized B-score (activity score, 25-100; higher = stronger inhibition) at 10 µM; HEK293 TMEM16A/YFP iodide influx fluorescence, ionomycin; Q8BHY3;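 active = ratio plate-corrected score three or more library SD toward inhibition, starting fluorescence score within five deviations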;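 note: score derived from kinetic fluorescence span divided by baseline fluorescence per well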
TRPC6 inh: mouse TRPC6 channel inhibition | Q61143 | HEK293-TRPC6, membrane potential dye, ACh-evoked depolarization; hits give low values | B-score at 10 µM | 310,000 tested, 1.1% active | AID 2553;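 active = B-score under library mean minus 3 SD, initial fluorescence not abnormally high, positive integrated signal ratio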;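 note: B-score derived from integrated fluorescence ratio over the kinetic read; more negative B-score means stronger inhibition of depolarization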
HDAC3 inh: human HDAC3 inhibition | O15379 | recombinant HDAC3, fluorogenic peptide/trypsin coupled, fluorescence | inhibition, % at 8.3 µM | 320,000 tested, 0.15% active; in the data active = inhibition above about 26%, passing the limit was not always enough; inconclusive = no clear call, values can overlap the other calls
Target sequence (O15379 whole entry, looked up): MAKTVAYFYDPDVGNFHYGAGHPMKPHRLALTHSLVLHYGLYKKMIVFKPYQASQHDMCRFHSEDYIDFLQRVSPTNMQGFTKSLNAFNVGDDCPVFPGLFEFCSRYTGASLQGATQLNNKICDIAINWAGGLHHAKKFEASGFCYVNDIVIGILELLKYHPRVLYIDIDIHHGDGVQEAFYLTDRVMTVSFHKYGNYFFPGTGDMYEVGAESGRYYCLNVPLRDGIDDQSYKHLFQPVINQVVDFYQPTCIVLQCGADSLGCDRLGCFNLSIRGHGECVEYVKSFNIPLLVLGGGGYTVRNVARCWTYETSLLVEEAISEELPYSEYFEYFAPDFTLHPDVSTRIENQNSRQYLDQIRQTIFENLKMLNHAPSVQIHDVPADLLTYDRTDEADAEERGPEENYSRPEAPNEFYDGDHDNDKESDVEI
TMEM16A act: mouse TMEM16A channel activation, primary screen | B-score at 10 µM | 340,000 tested, 0.3% active | HEK293 TMEM16A/YFP-H148Q/I152L, iodide quench fluorescence; hits give low values | AID 623877;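 active = fluorescence-ratio B-score plate-corrected deviation score at least 3 library SD below zero, with starting fluorescence score within 5 deviations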;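 note: channel opened by trigger with iodide after compound preincubation; score built on the fluorescence ratio of max minus min over baseline; more negative score means more quench and so TMEM16A activation or potentiation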
RGS4 pot: RGS4 potentiation or activation | 310,000 tested, 0.92% active | B-score at 10 µM | HEK293 M3R/inducible RGS4, carbachol calcium flux Fluo4; hits give low values;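 active = B-score of the integrated calcium signal more than 4 SD below the library mean, with starting fluorescence not abnormally high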;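 note: negative B-score means reduced calcium response which marks RGS4 activation or potentiation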
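test system = M3R-expressing HEK293 line, RGS4 induced by doxycycline | probe or stimulus = carbachol at ECmax as muscarinic agonist stimulus | timing = dye loading 30 min 37 °C, buffer rest 30 min RT | signal = calcium dye Fluo4 fluorescence | evaluation = B score from integrated fluorescence ratio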
MrgX1 antagonist: antagonists of human MrgX1 receptor; Q96LB2; MRGX1-HEK293 calcium flux, Fluo-4, BAM8-22 antagonism; hits give low values; B-score at 10 µM; 310,000 tested, 1.3% active; AID 588676;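 active = calcium-response B-score plate-corrected more than 3 library SD below zero, starting fluorescence within 5 deviations, no agonist response on first addition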;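 note: peak minus trough fluorescence over baseline after final BAM8-22 challenge near maximal dose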
TRPC6 activator: activators of mouse TRPC6 channel; Q61143; HEK293-TRPC6 membrane potential dye fluorescence; hits give high values; B-score at 10 µM; 310,000 tested, 0.13% active; AID 2550;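 active = B-score of the integrated fluorescence ratio above library mean plus 3 SD, and starting fluorescence ratio within library mean plus 5 SD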;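 note: higher score means more depolarization so channel activation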
The depositor's hits bear a star; i = inactive; ? = inconclusive; . = not tested or not shown.

SMILES	MrgX1 ag	MrgX1 PAM	SKKanGAS inh	RGS4 inh	ANO1 block	TRPC6 inh	HDAC3 inh	TMEM16A act	RGS4 pot	MrgX1 antagonist	TRPC6 activator
CCC(C)/C(C)=N/NC(=O)CSc1nc2ccccc2[nH]1 (stereo unspecified)	i	i	-7	i	i	i	3	i	i	i	i
CC(C)CNC(=O)CN(c1cccc(Cl)c1)S(C)(=O)=O	i	i	6	i	i	i	-3	i	i	i	i
CC(=O)c1cccc(NC(=O)CCCOc2ccc(C)cc2)c1	i	i	1	i	i	i	-3	i	i	i	i
COc1ccc(-c2csc(NC(=O)C3CC(=O)N(c4ccc5c(c4)OCCO5)C3)n2)cc1 (stereo unspecified)	i	i	23	i	i	i	2	i	i	i	i
CC(C)CC(=O)N/C(N)=N/c1nc2ccccc2o1	i	i	3	i	i	i	-2	i	i	i	i
O=C1C2CCCN2C(c2cccs2)N1c1ccc(Cl)cc1 (stereo unspecified)	i	i	-3	i	i	i	4	i	i	i	i
COc1ccc(CC(NC(C)=O)C(=O)NC2CCN(c3c4c(nc5ncnn35)CCC4)CC2)cc1OC (stereo unspecified)	i	i	.	.	i	.	-3	.	.	i	.
CCCn1cc(NC(=O)c2cc(-c3ccccc3)on2)cn1	i	i	-12	i	i	i	2	i	i	i	i
CC1Nc2ncnc(N3CCOCC3)c2N(Cc2ccccc2)C1=O (stereo unspecified)	i	i	0	i	i	i	0	i	i	i	i
COc1cccc2c(=O)c3c(cnn3C)n(C)c12	i	i	-8	i	i	i	-106	i	i	i	i
O=C(NC1CCS(=O)(=O)C1)c1ccc(S(=O)(=O)N2CCCCC2)cc1 (stereo unspecified)	i	i	2	i	i	i	2	i	i	i	i
Cc1cc(CNC(=O)CC2C(=O)NCCN2Cc2ccccc2C(F)(F)F)nn1C (stereo unspecified)	i	i	-14	i	i	i	.	i	i	i	i

Overlap with the part before: 2 compounds, followed by the next part.
SMILES	MrgX1 ag	MrgX1 PAM	SKKanGAS inh	RGS4 inh	ANO1 block	TRPC6 inh	HDAC3 inh	TMEM16A act	RGS4 pot	MrgX1 antagonist	TRPC6 activator
O=C(NC1CCS(=O)(=O)C1)c1ccc(S(=O)(=O)N2CCCCC2)cc1 (stereo unspecified)	i	i	2	i	i	i	2	i	i	i	i
Cc1cc(CNC(=O)CC2C(=O)NCCN2Cc2ccccc2C(F)(F)F)nn1C (stereo unspecified)	i	i	-14	i	i	i	.	i	i	i	i
COc1ccc(-n2c(COc3cccc4ccccc34)nnc2SCC(=O)NCc2ccco2)cc1	i	i	18	i	i	i	14	i	i	i	i
COc1ccc2c(c1)C(=O)N(c1ccc(C)cc1)C(=O)C2	i	i	5	i	i	i	-11	i	i	-4.8*	i
CC(=O)OC/C=C(\C)CCC=C(C)C	i	i	.	.	i	.	-2	i	.	i	.
Cc1c(NS(=O)(=O)c2ccc(Br)s2)c(=O)n(-c2ccccc2)n1C	i	i	-2	i	i	i	4	i	i	i	i
CC(=O)c1ccc(Nc2nc3ccccc3nc2NS(=O)(=O)c2cccs2)cc1	i	i	20	i	i	i	1	i	i	i	i
Cc1ccc(Nc2cccccc2=O)cc1	i	i	1	i	i	i	3	i	i	i	i
Cc1cc(C(=O)CSc2ccc(F)cc2)cc(C)c1O	i	i	3	i	i	i	11	i	i	i	i
COc1ccc(OC)c(S(=O)(=O)CC(O)COc2ccccc2Cl)c1 (stereo unspecified)	i	i	-15	i	i	i	0	i	i	i	i
COc1cc(NC(C)=O)ccc1NC(=O)c1cc2ccccc2o1	i	i	-7	i	i	i	1	i	i	i	i
CC1CCC2(CC1)NC(=O)N(CC(=O)c1ccc3c(c1)OCO3)C2=O (stereo unspecified)	i	i	3	i	i	i	-4	i	i	i	i
COc1ccc(NC(=S)N2CCN(C/C=C/c3ccccc3)CC2)cc1	i	i	3	i	i	i	-4	i	i	i	i
O=c1oc(-c2cccs2)nc2ccc(Br)cc12	i	i	26	i	i	i	-6	i	i	i	i
Cc1ccc(-n2nnnc2SCC(=O)Nc2cc(C)on2)c(C)c1	i	i	-3	i	i	i	-5	i	i	i	i
CCOc1ccc(C(=O)Nc2cccc(-n3cnnn3)c2)cc1OCC	i	i	6	i	i	i	6	i	i	i	i
Cc1ccccc1C(=O)N1CCN(c2ccc(NC(=O)Cc3ccccc3)cc2)CC1	i	i	0	i	i	i	.	i	i	i	i
COc1ccc(C(C)NC(=O)Nc2ccc(C(C)=O)cc2)cc1OC (stereo unspecified)	i	i	-4	i	i	i	0	i	i	i	i
CCOC(=O)c1c(C(C)(C)C)oc2ccc(O)cc12	i	i	.	.	i	.	?	i	.	i	.
COc1ccc(S(=O)(=O)Nc2ccc(S(=O)(=O)N3CCCCC3)cc2)cc1	i	i	0	i	i	i	-1	i	i	i	i
COc1ccc(-c2cc(C(=O)NCCCn3ccnc3)no2)cc1OC	i	i	-4	i	i	i	9	i	i	i	i
CC(=O)c1ccc(NC(=O)COC(=O)c2ccccc2Nc2ccccc2)cc1	i	i	8	i	i	i	-13	i	i	i	i
O=C(NCCc1ccccc1)C1CCC(=O)N(Cc2cccc(C(F)(F)F)c2)C1 (stereo unspecified)	i	i	-2	i	i	i	-7	i	i	i	i
O=C(CCNC(=O)c1ccc([N+](=O)[O-])cc1)Nc1cccc(S(=O)(=O)N2CCCCC2)c1	i	i	-8	i	i	i	.	i	i	i	i
CCCN(CCO)Cc1ccc2ccccc2c1	i	i	-1	i	i	i	-5	i	i	i	i
O=C(CN1CCN(Cc2ccccc2)CC1)N/N=C/C=C/c1ccco1	i	i	9	i	i	i	0	i	i	i	i
CCOC(=O)CCc1c(C)c(C#N)c2[nH]c3ccccc3n2c1=O	i	i	1	i	i	i	-22	i	i	i	i
CCCCN(C(=O)c1ccc([N+](=O)[O-])o1)c1c(N)n(CC(C)C)c(=O)[nH]c1=O	i	i	-14	i	i	i	0	i	i	i	i
CCOC(=O)N1CCC(NC(=O)c2cc(C(=O)NCC(OC)OC)ccc2CO)CC1	i	i	9	i	i	i	0	i	i	i	i
CCOc1ccc(OCC(=O)OCc2csc(CC(=O)Nc3ccccc3C)n2)cc1	i	i	2	i	i	i	.	i	i	i	i
Cc1cc2ccccc2n1CCNC(=O)C1CCCCC1	i	i	3	i	i	i	2	i	i	i	i
CC(C)c1nc(C(=O)N2CCc3c([nH]c4ccccc34)C2c2ccccn2)cs1 (stereo unspecified)	i	i	13	i	i	i	19	i	i	i	i
O=C1CCC(C(=O)N(CCO)Cc2ccccc2)CN1CC1CCCCC1 (stereo unspecified)	i	i	4	i	i	i	2	i	i	i	i
CCCCNC(=O)c1cc2n(n1)C(C(F)(F)F)CC(c1ccccc1)N2 (stereo unspecified)	i	i	-1	i	i	i	9	i	i	i	i
Cc1c(C)c2cc(Cl)c(OC(C)C(=O)NCCN3CCOCC3)cc2oc1=O (stereo unspecified)	i	i	0	i	i	i	-15	i	i	i	i
CC1(C)NC(=O)N(CCOCCOc2ccc3ccccc3c2Br)C1=O	i	i	-1	i	i	i	2	i	i	i	i
Cc1ccc(-c2cc(-c3ccccc3)[nH]c(=S)c2C#N)cc1	i	i	10	i	i	i	-5	i	i	i	i
O=S(=O)(NNC(=S)Nc1ccc(S(=O)(=O)Nc2ncccn2)cc1)c1ccc(Br)cc1	i	i	-4	i	i	i	-17	i	i	i	i
C=CCN1C(=O)CSc2ccc(C(=O)OCC)cc21	i	i	-3	i	i	i	-8	i	i	i	i
Cn1c(Oc2ccc(F)cc2)c(C=O)c2ccccc21	i	i	7	i	i	i	8	i	i	i	i
Cc1cccc(NC(=S)N(CCc2nc3cc(C)c(C)cc3[nH]2)Cc2cccnc2)c1	i	i	-4	i	i	i	-3	i	i	i	i
CC(=O)NC(=O)Nc1sc(=S)n(C)c1C	i	i	0	i	i	i	4	i	i	i	i
CC1CCCCN1C(=O)CN1C(=O)CN(C)C(=O)c2ccccc21 (stereo unspecified)	i	i	-4	i	i	i	-6	i	i	i	i
COc1cc(OC)c2nc(C)c3c(c2c1)N(c1ccc(O)cc1)CC3	i	i	4	i	i	-7.2*	-8	i	i	i	i
O=C(O)CCCn1cc(NC(=O)c2cccc(F)c2)cn1	i	i	20	i	i	i	3	i	i	i	i
NC(=O)c1ccccc1NC(=O)C(c1ccccc1)c1ccccc1	i	i	-3	i	i	i	-2	i	i	i	i
Cc1ccccc1-c1nc(CN2CCC(C(=O)NC3CCN(Cc4ccccc4)CC3)CC2)c(C)o1	i	i	0	i	i	i	0	i	i	i	i
COc1ccc(OCc2nc3ccccc3[nH]2)cc1	i	i	0	i	i	i	0	i	i	i	i
COc1ccc(Cl)cc1S(=O)(=O)NC(C)C(=O)NCc1cccnc1 (stereo unspecified)	i	i	-2	i	i	i	-6	i	i	i	i
Cc1ccc(C(=O)Cn2c(C(=O)OCCO)cc3ccccc32)cc1	i	i	-2	i	i	i	-1	i	i	i	i
CCOC(=O)Cc1cc(=O)n2[nH]c(C)c(-c3ccccc3)c2n1	i	i	14	i	i	i	-17	i	i	i	i
Cc1cc2occ(CC(=O)N(C)CC(=O)Nc3c(C)cccc3C)c2cc1C	i	i	-3	i	i	i	7	i	i	i	i
Cc1ccc(CN2C(=O)CCC2(C)C(=O)NCc2cccnc2)cc1 (stereo unspecified)	i	i	-9	i	i	i	-1	i	i	i	i
O=S(=O)(c1ccc(Cl)cc1)c1nc(-c2ccccc2F)oc1NCCCN1CCOCC1	i	i	-1	i	i	i	-6	i	i	i	i
COCCOc1ccc(C(F)(F)F)cc1NC(=O)c1ccccc1	i	i	0	i	i	i	6	i	i	i	i
O=C1OCCC1Sc1nc2ccccc2s1 (stereo unspecified)	i	i	-6	i	i	i	1	i	i	i	i
CCOC(=O)C1(CCCc2ccccc2)CCN(C(=O)c2cc(C)nn2CC)CC1	i	i	-8	i	i	i	-1	i	i	i	i
O=[N+]([O-])C1=C(Nc2cccc3ccccc23)CS(=O)(=O)C1	i	i	4	i	i	i	9	i	i	i	i
CN(C)c1oc(-c2ccccc2)nc1C#N	i	i	-5	i	i	i	-115	i	i	i	i
O=c1cc2c(nn1Cc1ccc(Cl)cc1)-c1ccccc1CC2	i	i	47	i	i	i	-4	i	i	i	i
COc1ccc(CC(=O)c2cc(OC)c(OC)cc2CC(=O)O)cc1OC	i	i	-1	i	i	i	1	i	i	i	i
